Bioassay records from PubChem BioAssay.
GLD-1 TGE inh = GLD-1/TGE RNA complex disruptors, primary screen, biochemical, fluorescence polarization | purified GLD-1 + fluorescein TGE RNA | hit rate 0.44% among 320,000 | Female germline-specific tumor suppressor gld-1 (Caenorhabditis elegans), Q17339 | inhibition, % at 5.96 µM | AID 2280, 2010;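 active = percent inhibition above a per-plate cutoff, the plate mean of test compounds plus 3 SD, cut at about 30% in these data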;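 also: 0% = DMSO wells with GLD-1 and probe and 100% = wells lacking GLD-1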
ZTA DNA inh = blocks Epstein-Barr virus ZTA, an EBNA-1 counter-screen | inhibition, % at 11 µM | ZTA-DNA binding, fluorescence polarization | AID 2234 | hit rate 0.15% among 320,000 | P03206; in the data active = inhibition above about 33%
Target sequence (P03206 whole entry, looked up): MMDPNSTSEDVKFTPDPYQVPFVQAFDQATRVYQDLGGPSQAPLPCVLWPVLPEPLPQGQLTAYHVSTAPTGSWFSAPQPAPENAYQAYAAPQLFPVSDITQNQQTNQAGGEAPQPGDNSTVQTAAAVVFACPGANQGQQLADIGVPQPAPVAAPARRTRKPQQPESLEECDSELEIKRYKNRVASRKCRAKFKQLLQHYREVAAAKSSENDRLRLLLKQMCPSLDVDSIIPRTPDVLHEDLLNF
Efflux pump mplx = inhibitors of Candida efflux pumps in yeast, primary screen, S. cerevisiae, Nile Red, multiplex | S. cerevisiae Candida pump triplex | inhibition, % at 10 µM | hit rate 0.44% among 330,000 | AID 485275, 2010;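 active = plate passing quality check with inhibition over a set limit, or well fluorescence over plate mean plus 4 SD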;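 also: Nile Red retained in pooled yeast measured as flow cytometry median fluorescence; 0% = buffer negative control and 100% = Enniatin B positive control; higher means more Nile Red kept so more efflux inhibition; some compounds called inactive have numbers as strong as hits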
MEX-5 binding = MEX-5 zinc finger RNA-binding disruptors – biochemical, C. elegans, fluorescence polarization, MLPCN library, primary screen | activity score (negative = inhibition of binding), % at 10 µM | Zinc finger protein mex-5 (Caenorhabditis elegans), Q9XUB2 | AID 1832, 2009 | MEX-5/FITC-TCR2 RNA binding; active compounds read low | hit rate 0.38% among 300,000;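 active = inhibition past about -25% in most replicates, and total fluorescence under double the plate's negative control median, limit read from the data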;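 also: 0% = DMSO and -100% = 5 µM competing unlabeled TCR2 RNA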
Target sequence (Q9XUB2 whole entry, looked up): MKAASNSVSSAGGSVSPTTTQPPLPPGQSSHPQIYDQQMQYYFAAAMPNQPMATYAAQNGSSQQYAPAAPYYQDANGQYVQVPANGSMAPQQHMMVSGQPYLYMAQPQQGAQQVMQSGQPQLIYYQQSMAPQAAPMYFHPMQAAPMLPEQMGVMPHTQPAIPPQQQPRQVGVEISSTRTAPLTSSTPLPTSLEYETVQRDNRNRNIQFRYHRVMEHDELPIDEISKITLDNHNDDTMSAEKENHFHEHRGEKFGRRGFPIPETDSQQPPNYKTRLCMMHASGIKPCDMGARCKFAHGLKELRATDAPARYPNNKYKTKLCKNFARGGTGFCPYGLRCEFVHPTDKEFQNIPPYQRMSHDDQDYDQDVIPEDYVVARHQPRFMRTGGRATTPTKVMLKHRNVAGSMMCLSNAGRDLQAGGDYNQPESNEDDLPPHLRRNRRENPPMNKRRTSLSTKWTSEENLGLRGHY
Fam108B counter = mouse Fam108B serine hydrolase inhibitors, primary screen, counter-screen for RBBP9 inhibitor project, biochemical, fluorescence polarization; recombinant Fam108B, FP-Rh probe fluorescence polarization; inhibition, % at 9.51 µM; hit rate 0.33% among 300,000;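 active = inhibition above the screen mean inhibition plus 3 SD, computed separately per campaign, cut at about 18% in these data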;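 also: inhibitors lower polarization as less probe binds the enzyme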
Bcl-xL primary = inhibitors of human Bcl-xL, primary screen, biochemical, fluorescence polarization, HTS; Bcl-2-like protein 1 (Homo sapiens), Q07817; GST-Bcl-xL / FITC-Bim BH3 peptide fluorescence polarization; inhibition, % at 10.9 µM; hit rate 0.7% among 320,000; AID 2129, 2009;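 active = inhibition above the mean of all tested compounds plus 3 SD, cutoff set per campaign, cut at about 30% in these data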;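 also: 0% = DMSO wells and 100% = unlabeled Bim-BH3 peptide competitor; inhibitors lower millipolarization by displacing the labeled peptide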
EBNA-1 inh = EBNA-1 DNA-binding inhibitors, primary screen, biochemical, fluorescence polarization; inhibition, % at 14.8 µM; hit rate 0.34% among 300,000; AID 1950, 2009; in the data active = inhibition above about 28%
CR mimetic SO = reduction of superoxide in aged yeast, primary screen, HTS; S. cerevisiae aged cells, superoxide DHE fluorescence; active compounds read low; superoxide response (% of plate mean), % at 10 µM; hit rate 0.18% among 330,000; AID 2690, 2010;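 active = superoxide response under a set limit, about three screen SD below normal, cut at about 65% in these data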;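 also: yeast aged for seven days with compound at 30 °C before DHE staining; 100% = average MFI of all compound-treated wells on the plate with controls excluded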
MCL1 BIM primary = inhibitors of MCL1 binding to BIM-BH3, primary screen, biochemical, fluorescence polarization. Induced myeloid leukemia cell differentiation protein Mcl-1 (Homo sapiens), Q07820. hit rate 0.68% among 320,000. inhibition, % at 10.9 µM. GST-MCL1 / FITC-Bim-BH3 fluorescence polarization;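 active = inhibition above the mean inhibition of all tested compounds plus 3 SD, set per campaign, cut at about 40% in these data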;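 also: 0% = DMSO wells and 100% = unlabeled Bim-BH3 peptide control; higher means more loss of mP so more displacement of Bim peptide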
Target sequence (Q07820 whole entry, looked up): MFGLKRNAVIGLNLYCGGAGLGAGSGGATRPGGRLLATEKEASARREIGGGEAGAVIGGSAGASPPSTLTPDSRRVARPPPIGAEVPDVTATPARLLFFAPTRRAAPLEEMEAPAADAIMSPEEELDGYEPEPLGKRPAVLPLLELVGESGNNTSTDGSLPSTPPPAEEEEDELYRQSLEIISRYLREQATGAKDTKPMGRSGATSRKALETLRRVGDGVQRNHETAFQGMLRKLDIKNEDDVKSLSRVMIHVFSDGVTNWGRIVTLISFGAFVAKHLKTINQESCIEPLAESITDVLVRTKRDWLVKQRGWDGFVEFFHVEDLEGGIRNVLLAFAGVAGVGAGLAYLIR
Starred values were filed as active, the others as inactive; · = not tested or not shown.

Sequence of screens – Efflux pump mplx	MEX-5 binding	Bcl-xL primary	CR mimetic SO	MCL1 BIM primary	EBNA-1 inh	GLD-1 TGE inh	Fam108B counter	ZTA DNA inh
1	COCCCNC(=O)[C@H](Cc1c[nH]c2ccccc12)NC(=O)OCc1ccccc1
  0.1	3.2	-1.0	98.0	-0.4	7.2	-2.2	-2.8	5.3
2	N=c1c(S(=O)(=O)c2ccccc2)cc2c(=O)n3ccccc3nc2n1CC1CCCO1 (stereo not given)
  -0.3	·	2.4	95.9	2.2	4.7	-3.3	-0.9	2.1
3	COc1ccc(/C(N)=N/OC(=O)Cc2ccccc2[N+](=O)[O-])cc1
  -0.1	-0.4	3.2	97.5	2.1	2.2	3.3	-0.1	-1.3
4	O=C(NCc1ccco1)c1ccc(C(=O)NCc2ccco2)s1
  -0.4	-0.9	8.2	91.0	10.4	-1.1	11.7	-0.7	2.6
5	CSc1ccc(S(=O)(=O)NCC(=O)OCC(=O)N(Cc2ccccc2)C(C)C)cc1[N+](=O)[O-]
  0.0	0.4	-0.3	98.4	-1.0	0.0	-0.4	2.5	-8.8
6	Cc1ccc(/C(N)=N/OC(=O)c2ccco2)cc1
  0.0	-3.9	-0.9	108.7	-1.0	-9.3	1.5	-3.9	-7.8
7	O=C(Oc1ccc2c3c(c(=O)oc2c1)CCC3)c1ccco1
  -0.1	1.3	-10.1	82.9	-3.5	12.7	0.3	1.5	-0.2
8	Cc1ccc(OCCOC(=O)c2sc(=S)n(C)c2C)cc1
  -0.1	0.7	6.1	116.2	10.6	-0.7	6.4	13.1	-8.8
9	Cc1cc(OCCCN2CCCC2)ccc1Cl
  0.0	-0.3	5.5	94.5	6.4	10.0	9.2	0.9	0.6
10	Nc1nnc(Cc2ccc(Cl)cc2)s1
  0.1	0.1	1.3	95.2	8.3	-4.1	6.5	-0.9	-0.3
11	COc1ccc(-c2cc(C(=O)N3CCN(S(=O)(=O)c4ccc(C)cc4)CC3)[nH]n2)cc1
  -0.1	0.0	1.0	91.9	6.6	-0.1	2.8	-4.4	-3.8
12	CC(C)C(=O)Nc1cccc(NC(=O)c2cccc(Br)c2)c1
  0.0	1.8	-0.5	83.0	-1.8	2.1	-0.5	-0.4	-10.0
13	Nc1cc(N)nc(SCC(=O)Nc2cccc(S(=O)(=O)N3CCCCC3)c2)n1
  -0.4	·	2.9	103.5	-0.6	·	1.4	·	9.2
14	Cc1nn(Cc2ccc(F)cc2)c(Cl)c1/C=N/NC(=O)c1cccnc1
  0.1	-1.1	-6.0	85.9	0.2	-11.5	-4.1	-1.1	-20.1
15	CC1=C(C(=O)OCc2ccccc2)C(c2cccc3ccccc23)NC(=O)N1CCCC(=O)O (stereo not given)
  0.1	·	-12.1	112.4	-14.3	-9.4	-10.1	-5.9	1.3
16	Cc1snc(S(=O)(=O)/C(C#N)=N/Nc2cccc(C(F)(F)F)c2)c1C#N
  0.0	-3.0	7.8	100.9	7.7	6.6	0.5	2.6	2.8
17	COc1cc(NC(=O)Cc2ccccc2)ccc1NC(=O)c1ccco1
  0.1	-1.6	1.3	116.4	-6.1	-12.3	7.5	5.0	-2.3
18	CCOc1ccccc1NC(=O)COC(=O)c1cc(C(=O)OC)cc([N+](=O)[O-])c1
  0.0	1.7	4.9	86.6	9.6	10.9	2.9	3.2	-3.5
19	O=C(c1cc(-c2ccccn2)nc2c(Cl)cccc12)N1CCN(C(=O)C2CCCO2)CC1 (stereo not given)
  0.0	1.6	9.4	108.6	20.7	0.7	9.1	2.0	-15.3
20	Cc1cccn2c(=O)c3cc(C(=O)NC4CCCCC4)c(=N)n(CCN4CCOCC4)c3nc12
  0.2	-3.2	2.0	94.0	5.7	-4.5	3.8	2.0	9.5
21	O=C(Nc1nc2c(s1)CCCC2)c1cccs1
  -0.1	·	10.5	88.9	8.5	1.4	4.8	-7.6	2.7
22	O=C(CCNc1ccc(F)cc1)c1ccco1
  0.1	-2.0	0.5	99.0	1.2	4.2	-5.0	0.3	12.5
23	Cc1nc(SCC(N)=O)[nH]c(=O)c1CCC(C)C
  0.0	0.8	4.9	111.7	6.8	6.6	-0.7	1.5	0.1
24	Cc1ccsc1C(=O)OCC(=O)NC1CCS(=O)(=O)C1 (stereo not given)
  0.0	4.6	-5.0	115.7	3.1	-5.1	-2.0	-4.7	3.0
25	COc1ccc(-c2noc3c2-c2nc(-c4ccccc4Cl)sc2CC3)cc1
  0.0	0.4	0.7	89.5	4.1	7.0	4.7	1.6	-24.0
26	O=C(COc1ccc(S(=O)(=O)N2CCOCC2)cc1)Nc1ccccc1C(F)(F)F
  -0.4	-0.2	2.6	83.6	5.5	5.3	4.3	5.7	15.4
27	O=C(CSc1nnc(-c2ccncc2)o1)c1ccc2c(c1)OCCO2
  0.1	-1.5	2.5	95.5	-2.1	-7.8	-0.7	1.6	-22.7
28	O=C(Nc1ccnn1C1CCN(C2CCCC2)CC1)c1ccccc1
  0.6	-0.9	0.6	85.4	-2.7	-1.4	7.9	-1.1	-15.6
29	CCc1nc(SCC(=O)Nc2c(C)n(C)n(-c3ccccc3)c2=O)n[nH]1
  0.0	-0.4	10.8	96.1	5.8	-2.8	4.5	-2.2	5.6
30	CC(C)(C)OC(=O)N1CCC[C@H]1C(=O)N/N=C/c1ccc2ncccc2c1
  -0.1	0.7	4.4	105.2	5.9	-9.8	2.1	5.4	-17.7
31	O=C(CCNC(=O)c1ccc([N+](=O)[O-])cc1)NC1CCCCCC1
  -0.1	·	-1.4	96.1	-0.5	·	2.4	·	8.8
32	Cc1cc(=O)n2[nH]c(-c3cccnc3)nc2n1
  -0.2	1.8	-1.6	97.2	-1.8	1.9	5.2	-2.1	-11.2
33	COCOc1ccc(C2CC(=O)c3c(OCOC)cc(OCOC)cc3O2)cc1 (stereo not given)
  0.0	-2.2	-3.5	90.1	2.2	7.2	2.7	1.1	-7.8
34	O=C(c1ccc(Cl)c(S(=O)(=O)N2CCCC2)c1)N1CCN(c2ccccc2F)CC1
  0.3	-1.5	3.6	98.5	9.8	-14.4	-0.1	-1.1	10.6
35	Cc1ccc(C(=O)CC(c2cccs2)S(=O)(=O)c2ccc(C)cc2)cc1 (stereo not given)
  0.2	1.3	3.5	90.8	14.1	7.0	0.1	-0.1	-4.7
36	O=C(NCCOC(=O)c1ccc([N+](=O)[O-])cc1)c1cccnc1
  0.1	1.8	2.3	101.2	-2.1	11.4	-1.9	-1.2	15.6
37	O=C(NCc1cccc(Br)c1)c1cc(-c2ccccc2)nn1CC1CC(c2cccc([N+](=O)[O-])c2)=NO1 (stereo not given)
  -0.1	-6.1	7.0	95.0	-3.1	7.7	5.6	-4.1	7.7
38	CCCCNC(=S)Nc1ccc(C(F)(F)F)cc1
  0.3	-5.4	4.1	112.9	2.4	-6.6	-4.4	-2.2	-8.8
39	O=C(CCN1C(=O)c2ccccc2S1(=O)=O)Nc1ccc(F)c(F)c1F
  0.2	2.7	-5.7	93.8	-10.9	6.9	1.9	2.1	-5.8
40	COc1ccc(-c2cc(=O)c3c(OC)c(OC)c(OC)c(OC)c3o2)cc1OC
  0.0	-0.3	4.6	95.9	11.9	10.2	4.0	3.6	10.9
41	CC(=O)c1nnn(-c2nc(N)nc(N(c3ccccc3)c3ccccc3)n2)c1C
  -0.1	1.2	6.7	80.9	5.3	-12.7	4.6	-0.8	-18.1
42	O=C(Nc1nnc(C2=COCCO2)o1)C1CCCCC1
  0.3	0.5	-6.8	86.0	-5.2	2.1	5.7	-7.8	-28.1
43	Cc1ccc(C(c2sc3nc(C)nn3c2O)N2CC(C)OC(C)C2)cc1 (stereo not given)
  0.2	0.9	-1.1	108.3	4.0	-3.6	-5.6	-4.5	-5.6
44	COC(=O)c1ccccc1NC(=S)N1CCN(c2ccc(OC)cc2)CC1
  0.2	-0.1	1.8	96.6	11.2	-0.1	3.1	-3.0	4.2
45	CCOCCCNC(=O)c1ccc(NC(=O)C2=CSCCO2)cc1
  0.2	-3.3	0.3	81.5	-3.6	-13.6	-4.6	2.3	-3.3
46	CSCc1ccc(C(=O)Nc2cccc(C)c2C)cc1
  0.1	-0.4	9.1	95.9	7.9	0.5	-0.7	-1.7	10.1
47	CCOC(=O)c1c(C)[nH]c(C(=O)OCc2c(C)noc2C)c1C
  0.0	0.4	1.4	95.8	1.2	-9.6	-4.6	-3.8	-4.5
48	CCNC(=S)/N=C(/Nc1ccc(OC)cc1)Nc1nc(C)cc(C)n1
  0.1	-1.3	0.9	102.2	1.1	1.7	5.7	8.0	3.8
49	CCN(C(=O)N(CC)c1ccccc1)c1ccccc1
  0.0	·	0.6	84.9	5.0	·	-0.2	·	-28.9
50	CC(C)(C)NC(=O)CSc1nc(-c2ccccc2)cc(=O)[nH]1
  0.0	-2.3	5.5	98.9	4.2	6.3	7.5	2.2	12.5
51	Cc1cccc(N2CCN(C(=O)N3CCCCC3)CC2)c1C
  0.1	0.6	9.8	103.1	6.8	-2.7	-0.2	-2.4	-11.4
52	CCN(CC)C(=O)C(C)N(C#N)c1nc(Cl)nc(N(C)C)n1 (stereo not given)
  -0.2	-0.1	-15.8	80.4	-13.8	10.1	4.5	5.3	5.5
53	COC(=O)c1c(NC(=O)CN2C(=O)NC3(CCCCC3C)C2=O)sc2c1CCC2 (stereo not given)
  0.1	·	3.3	99.6	-2.4	·	1.9	·	5.2
54	Cc1ccc(OCCOC(=O)CN2C(=O)NC3(CCCC3)C2=O)cc1
  0.2	-1.4	-5.6	106.9	-7.4	-13.4	-5.3	-3.4	-10.4
55	NC(CO)C(O)c1ccc([N+](=O)[O-])cc1 (stereo not given)
  0.2	1.9	2.7	126.4	2.8	-10.1	5.4	3.2	1.4
56	CCCCc1cc2c(s1)CCCC/C2=N/O
  -6.2	-0.2	0.5	106.4	5.7	4.0	1.4	0.6	1.1
57	COc1cccc(CNC(=O)C(C(=O)NCc2cccc(OC)c2)c2ncc(C(F)(F)F)cc2Cl)c1
  0.1	-0.9	12.2	105.2	9.1	1.4	0.5	-0.5	-2.1
58	COc1ccc(Cl)cc1NC(=O)c1sc2nc(C)nc(N3CCOCC3)c2c1C
  0.1	1.7	1.2	93.7	6.7	-1.1	3.5	-2.2	-6.3
59	CCOc1ccc(C(=O)NCC(=O)OCc2ccc(F)cc2Cl)cc1
  0.0	-2.7	-2.8	106.8	-0.5	8.6	5.6	-3.2	-3.0
60	O=C(CNC(=O)Cc1ccc(Cl)cc1)NCC(=O)N1CCCCC1
  -1.0	0.3	8.0	99.0	5.2	-2.2	-0.5	-2.4	-3.2
61	CS(=O)(=O)N(Cc1ccc(Cl)cc1)c1ccc(C(=O)NCCSc2ccccn2)cc1
  -0.5	1.2	6.7	95.6	-4.6	13.4	-3.5	0.1	4.8
62	O=C(NC1CC(=O)N(c2ccccc2)C1)C(=O)c1c[nH]c2ccccc12 (stereo not given)
  0.1	0.6	0.5	129.7	3.7	-5.9	3.7	-2.6	-1.4
